# Source: PubChem BioAssay
# BRCT inh green: inhibitors of human BRCA1 BRCT-phosphoprotein interaction (green fluorophore). 75,000 compounds, 0.05% hits. Potency, µM (titrated, usually from 76.9 µM), inactives show at the highest dose activity change, negative = inhibition, usual class: inhibitors. BRCA1 BRCT-phosphopeptide binding, green fluorescence polarization;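 also: potency is read from the fitted curve at half-maximal effect; plate controls were peptide without protein for full effect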
#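 Compounds were incubated for 12 min at room temperature with a complex of 100 nM fluorescein-tagged pBACH1 decapeptide and 250 nM His-tagged BRCT protein. Buffer was phosphate pH 7.3 with EDTA, DTT and Tween 20. Disruption of binding lowers the polarization signal.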
# A350 autofl: compound fluoresces in the Alexa 350 spectral region; Compound autofluorescence, 340/450 nm, Alexa 350 dye-equivalents; hits give high values; max dye-equivalent concentration, M; 59,000 compounds, 11% hits; in the data active = max dye-equivalent concentration above about 10 nM; inconclusive = mostly about 1.1 nM to 9.6 nM
# CRE Fsk mod: CRE-bla signaling modulation under forskolin stimulation; CHO CRE-bla reporter (cAMP response element driving beta-lactamase), forskolin EC10, beta-lactamase ratio; Potency, µM (highest dose often 38.2 µM), inactives show top-dose activity change, negative = inhibition, hits mostly activators; 71,000 compounds, 2.5% hits; active = well fitted activation curve with a large enough effect in the signal ratio, with a control signal flat, not every such curve was filed as active; inconclusive = small, poorly fitted or top-dose-only effect, or effect the other way, or a change in a side signal; the % refers to the signal ratio; also: potency is read from the fitted curve at half-maximal effect; % of control where 0% means no effect
#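 Modulation of forskolin signalling: compounds in titration series added with EC10 NKH 477 to CHO cells carrying a CRE-driven beta-lactamase reporter, 3 h, 37C. CCF4 FRET ratio (460/530 nm, ex 405 nm) gives %activity and AC50.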
# HBB splicing: hemoglobin beta splicing modulation; Potency, µM (titrated, usually from 46.1 µM), without a hit: at the top dose activation, actives largely listed as activators; 65,000 compounds, 0.06% hits; AID 925; HBB splicing reporter cell assay, activation; EGFP reporter with mutant IVS2-654 intron; response scale: normalised to 500 nM splice-correcting PNA; also: potency is read from the fitted curve at half-maximal effect; 0% is about no effect
#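 HeLa cells stably expressing EGFP interrupted by mutant beta-globin intron 2 (IVS2-654), 500/well in 2% FCS. Treated with compound for 2 days at 37C. Splicing correction scored as total well GFP intensity (488 nm excitation, 500-520 nm emission); 500 nM antisense PNA served as control.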
# Ub-GFP proteasome: proteasome inhibitors stabilizing ubiquitin-GFP reporter; Ubiquitin-GFP reporter cells, proteasome inhibition, GFP fluorescence; response scale: untreated = 0%, 10 µM MG-132 = 100%; Potency, µM (doses to about 45.9 µM), for inactives: at the top dose activation (GFP accumulation), hits mostly activators; 67,000 tested, under 10 active; AID 526; active = well fitted activation curve with a large enough effect, not every such curve was filed as active; inconclusive = small, poorly fitted or top-dose-only effect, or another doubt; inactive = no such curve, though single readings can be large or run the other way; also: potency is read from the fitted curve at half-maximal effect
#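 U2OS Ub(G76V)-GFP reporter; O/N plating, 0.5% FBS; cpd 46 uM–2.9 nM, 4 h, 37 °C; GFP+ cell count, 488/515 nm; norm. to basal vs 10 uM MG-132; CRC fit.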
# GFP derepression: epigenetic GFP locus derepression in mouse cells; mouse C127i GFP locus derepression, cytometry, 30 h; Potency, µM (highest dose often 46.1 µM), for inactives: at the highest dose GFP derepression (activation); 68,000 compounds, 0.09% hits; also: % of control where 0% means no effect
#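 Murine C127i mammary cells carrying a silenced, stably integrated CMV-driven GFP reporter were treated with compound for 30 hours at 37 C. After PBS washes, GFP-positive cells were counted by laser-scanning microplate cytometry.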
# ALOX15 inhib: inhibitors of human 15-lipoxygenase (ALOX15); P16050; purified 15hLO-1, xylenol orange hydroperoxide absorbance; Potency, µM (titrated, usually from 57.1 µM), for the others: at the top dose activity change, negative = inhibition, actives largely listed as inhibitors; 74,000 compounds, 1.4% hits; also: potency is read from the fitted curve at half-maximal effect; % is scaled to controls: 0 for no effect and ±100 for the full control effect; nearly all actives have a fitted effect of over 55% in size
# Target sequence (P16050 whole entry, looked up): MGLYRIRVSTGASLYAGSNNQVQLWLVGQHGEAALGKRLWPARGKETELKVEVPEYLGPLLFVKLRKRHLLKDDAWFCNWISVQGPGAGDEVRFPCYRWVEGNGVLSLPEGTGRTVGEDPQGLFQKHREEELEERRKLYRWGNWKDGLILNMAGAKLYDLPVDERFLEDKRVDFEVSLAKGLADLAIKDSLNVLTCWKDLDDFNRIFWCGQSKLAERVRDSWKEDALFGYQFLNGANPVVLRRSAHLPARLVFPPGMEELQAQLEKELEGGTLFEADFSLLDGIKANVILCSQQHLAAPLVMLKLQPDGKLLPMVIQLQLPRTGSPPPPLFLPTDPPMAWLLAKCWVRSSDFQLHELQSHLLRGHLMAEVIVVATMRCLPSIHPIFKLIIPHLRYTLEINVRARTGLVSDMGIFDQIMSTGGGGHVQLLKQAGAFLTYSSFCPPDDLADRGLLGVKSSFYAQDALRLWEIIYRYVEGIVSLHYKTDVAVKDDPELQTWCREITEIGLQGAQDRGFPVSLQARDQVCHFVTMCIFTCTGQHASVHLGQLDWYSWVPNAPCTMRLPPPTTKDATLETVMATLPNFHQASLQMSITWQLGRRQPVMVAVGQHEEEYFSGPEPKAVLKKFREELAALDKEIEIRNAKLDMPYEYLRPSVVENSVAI
#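 Purified human 15hLO-1 (40 nM) in 25 mM Hepes pH 7.5, 0.01% Triton X-100, preincubated 15 min RT with compound, then 50 uM arachidonic acid for 6 min. Hydroperoxide read by ferrous/xylenol orange, 30 min; 573/405 nm absorbance ratio gave progress.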
# Hsp90 Hop PPI: changes Hsp90-Hop TPR2A binding signal, up or down; AlphaScreen TPR2A-His6 binding biotin-Hsp90 C-terminal peptide; Potency, µM (highest dose often 57 µM), without a hit: at the top dose activity change, negative = inhibition; 71,000 compounds, 0.44% hits; AID 595; active = well fitted curve in either direction with a large enough effect; inconclusive = small, poorly fitted or top-dose-only effect, or another doubt; also: potency is read from the fitted curve at half-maximal effect; % is scaled to controls: 0 for no effect and ±100 for the full control effect; many of its hits are not listed in these tables
# Pol III holo inh: DNA polymerase III holoenzyme inhibition. reconstituted DNA polymerase III holoenzyme replication, biochemical. Potency, µM (top dose mostly 57.1 µM), for the others: at the highest dose activity change, negative = inhibition. 71,000 compounds, 0.25% hits. AID 603; also: potency is read from the fitted curve at half-maximal effect; % is scaled to controls: 0 for no effect and ±100 for the full control effect
#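 Reconstituted *E. coli* holoenzyme (0.35 nM Pol III, 1 nM beta, 154 nM SSB, 2 nM primase) was preincubated with compound for 15 min at RT. Synthesis on 1.4 nM ssM13Gori ran 35 min, then was stopped with PicoGreen/EDTA and read as dsDNA fluorescence.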
# BRCT PPI red: disrupts BRCA1 BRCT binding to phosphoprotein, red fluorophore readout; BRCT-phosphopeptide binding, red fluorescence polarization; P38398; 75,000 compounds, 0.03% hits; AID 892; Potency, µM (series often up to 76.9 µM), for the others: at the top dose activity change, negative = inhibition, most hits filed as inhibitors; also: % is scaled to controls: 0 for no effect and ±100 for the full control effect
#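 Rhodamine-labelled pBACH1 10-mer (100 nM) bound to BRCT domain (100 nM) at pH 7.3; compounds incubated 12 min room temperature, polarization read. Free peptide defines full inhibition; unlabelled decapeptide titrated as control.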
# 4-MU autofl: compound fluoresces in the 4-MU spectral region; compound autofluorescence, 340/450 nm, 4-MU equivalents; hits give high values; max dye-equivalent concentration, M; 59,000 compounds, 11% hits; in the data active = max dye-equivalent concentration above about 10 nM; inconclusive = mostly about 1.1 nM to 9.6 nM
#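 Intrinsic fluorescence at 340/450 nm (ex/em) was read after 15 min at room temperature in pH 8.0, 100 mM Tris. Each compound concentration expressed as 4-MU-equivalent concentration from a six-point 4-MU standard series on each plate.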
# Numbers without * were called inactive; i = inactive; u = inconclusive; x = no result given; [ ] = dose if it differs, or a comment. Unless noted, calls follow the shape of the dose curve; as a rule, active = well fitted curve in the direction sought with a large enough effect; inconclusive = small, poorly fitted or top-dose-only effect, or another doubt; inactive = no such curve, though single readings can be large; an effect the other way counts as inactive or inconclusive.
no. | mol | Hsp90 Hop PPI | CRE Fsk mod | BRCT PPI red | BRCT inh green | ALOX15 inhib | Pol III holo inh | Ub-GFP proteasome | GFP derepression | HBB splicing | 4-MU autofl | A350 autofl
1 | O=P(c1ccccc1)(c1ccccc1)C1CCCO1 (configuration not stated) | 1.8% | 1.8% | -1.1% | -2.6% | 5.2% | -7.4% | 8.1% | -1.8% | 0.6% | x | x
2 | CCn1c(C2CC(=O)N(c3cc(C)cc(C)c3)C2)nc2ccccc21 (configuration not stated) | -1.3% | u | 0.7% | -1.7% | -7.6% | -2.9% | -5.9% | x | -0.4% | x | x
3 | COc1ccc(OC)c(S(=O)(=O)Nc2cccc(C(C)=O)c2)c1 | -3.0% | u | -0.1% | -2.6% | -2.4% | -5.9% | -7.4% | 4.3% | -0.3% | i | i
4 | CCCCOc1cccc(NC(=O)CSc2nccn2C)c1 | -8.4%[11 µM] | u | -0.6% | 0.5% | 0.5%[11.4 µM] | -1.9%[11.4 µM] | 18.2%[9.17 µM] | 3.1% | 2.6%[0.0738 µM] | x | x
5 | CC(OC(=O)c1cccs1)C(=O)NCC1CCCO1 (configuration not stated) | -4.0% | -13.3% | 0.1% | -1.7% | 2.2% | 1.4% | 4.3% | 5.2% | -0.7% | i | i
6 | CCOC(=O)CSc1nc2c(c(=O)n1-c1ccc(OCC)cc1)SCC2 | 1.7% | -18.4% | 1.3% | -4.1% | 1.5% | -4.8% | 8.6% | 1.8% | -0.4% | i | i
7 | COC(=O)c1ccccc1OC(=O)c1ccc(Br)o1 | 0.4% | u | -1.4% | -1.2% | 4.3% | 2.4% | -1.1% | 0.0% | 1.1% | i | i
8 | Cc1cc(NC(=O)CSc2c(C)[nH]c3ccccc23)no1 | -1.8% | -1.3% | 1.2% | 1.0% | 17.2% | -2.7% | 0.5% | x | 0.4% | x | x
9 | CCOc1cc(S(=O)(=O)NCc2ccco2)c(OCC)cc1-n1cnnn1 | -4.4% | 5.4% | 1.0% | -1.7% | 6.5% | -1.8% | 1.1% | 0.0% | 0.0%[57.5 µM] | i | u
10 | COCCn1c(=S)[nH]c2cc(C(=O)N3CCC(C(N)=O)(N4CCCCC4)CC3)ccc2c1=O | u | 8.1% | 0.6% | -0.8% | 6.7% | -3.0% | x | -2.1% | 0.7%[0.369 µM] | 1.3e-08M* | 1.15e-08M*

no. | mol | Hsp90 Hop PPI | CRE Fsk mod | BRCT PPI red | BRCT inh green | ALOX15 inhib | Pol III holo inh | Ub-GFP proteasome | GFP derepression | HBB splicing | 4-MU autofl | A350 autofl
11 | CC1Cc2ccccc2N1c1ncnc2c1nnn2Cc1ccccc1 (configuration not stated) | 0.1% | u | 0.2% | 0.5% | 4.7% | -3.1% | -1.3% | -3.2% | x | 3.73e-07M* | 2.36e-07M*
12 | O=C(O)c1cccc2[nH]c(C(F)(F)F)nc12 | -0.3% | -13.7% | -1.4% | -1.1% | -0.4% | -2.4% | 0.9% | -0.2% | -0.6% | i | i
13 | CCOc1ccc(C2CC(=O)c3c([nH]c(C(=O)OC)c3C)C2)cc1OC (configuration not stated) | -4.4% | 9.5% | -0.5% | 0.4% | -10.2% | -2.4% | 9.3% | 4.3% | 0.0% | i | i
14 | Cc1ccsc1C1C2=C(CC(C)(C)CC2=O)Nc2ncnn21 (configuration not stated) | -10.0% | -0.8% | 0.0% | -1.5% | -13.7% | 2.2% | 0.6% | -2.3% | -0.7% | x | x
15 | COc1ccc(-n2cnnc2SCCC#N)cc1 | -1.8% | -4.6% | -0.3% | -0.4% | -1.3% | -2.4% | -1.0% | -0.6% | 0.1%[57.5 µM] | i | i
16 | Cc1nn(-c2ccccc2)c2c1C(c1cccnc1)N1C=C(S(=O)(=O)N3CCCCC3)C=CC1=N2 (configuration not stated) | u | u | -2.3% | 2.7% | -27.9% | 0.0% | -8.0% | 0.0% | 0.5% | i | i
17 | COc1cccc(CNC(=O)Nc2cccs2)c1 | -7.6% | -12.2% | -0.4% | 1.1% | u | -6.7% | -2.8% | 0.0% | -1.0% | i | i
18 | CCn1c(=O)cc(SCC(=O)N2CCN(c3ccccc3OC)CC2)c2ccccc21 | -4.3% | u | -5.9% | 2.3% | u | -3.0% | 3.8% | 0.2% | 4.5% | i | i
19 | CCn1nnc(NC(=O)C(C)Oc2ccc(Cl)cc2Cl)n1 (configuration not stated) | 1.9% | -5.8% | -2.3% | -0.7% | -14.5% | -0.5% | 3.0% | 3.3% | 0.0%[57.5 µM] | i | i
20 | O=C(CCCc1ccccc1)N1CCc2ccccc21 | 24.0%[11 µM] | 8.0%[7.6 µM] | -0.4% | 1.3% | -4.0%[11.4 µM] | 10.5%[11.4 µM] | -14.0%[9.17 µM] | -1.5% | -0.4%[0.0738 µM] | x | x

# An excerpt of these results, in transposed form:
12) O=C(O)c1cccc2[nH]c(C(F)(F)F)nc12
13) CCOc1ccc(C2CC(=O)c3c([nH]c(C(=O)OC)c3C)C2)cc1OC (configuration not stated)
Compound	12	13
Hsp90 Hop PPI	-0.3%	-4.4%
CRE Fsk mod	-13.7%	9.5%
BRCT PPI red	-1.4%	-0.5%
BRCT inh green	-1.1%	0.4%
ALOX15 inhib	-0.4%	-10.2%
Pol III holo inh	-2.4%	-2.4%
Ub-GFP proteasome	0.9%	9.3%
GFP derepression	-0.2%	4.3%
HBB splicing	-0.6%	0.0%
4-MU autofl	i	i
A350 autofl	i	i

# Further structures follow:
no. | mol | Hsp90 Hop PPI | CRE Fsk mod | BRCT PPI red | BRCT inh green | ALOX15 inhib | Pol III holo inh | Ub-GFP proteasome | GFP derepression | HBB splicing | 4-MU autofl | A350 autofl
21 | O=C(Cn1cnc2c(cnn2-c2ccc(F)cc2)c1=O)NCC1CCCO1 (configuration not stated) | 3.3% | u | 1.8% | -1.9% | -0.6% | -9.9% | 1.2% | -1.2% | 2.8% | i | i
22 | O=S(=O)(NCc1csc(-c2cccnc2)n1)c1cccs1 | -5.8% | -2.1% | -0.8% | 0.0% | -0.8% | -8.8% | -1.6% | x | 0.7% | x | x
23 | COc1ccc(Cn2nnnc2C(c2cc3cccc(C)c3[nH]c2=O)N2CCOCC2)cc1 (configuration not stated) | -1.7% | 1.0% | -0.4% | 0.3% | 2.0% | -4.5% | -5.3% | -2.3% | 0.1%[57.5 µM] | 3.07e-08M* | 2.96e-08M*
24 | CCN1CCN(CCCOc2ccc(-c3ccccc3)cc2)CC1 | -1.8% | 6.9% | 0.4% | 0.3% | -6.4% | -0.2% | -1.4% | 0.0% | 4.2% | i | i
25 | c1cc(CSc2ncnc3nc[nH]c23)ccn1 | -4.4%[11 µM] | -1.6%[7.6 µM] | -1.7%[15.4 µM] | 0.1%[15.4 µM] | 9.7%[11.4 µM] | -7.4%[11.4 µM] | -3.5%[9.17 µM] | 2.4%[9.22 µM] | 6.3%[9.22 µM] | i | i
26 | COc1cc(NC(=O)Cc2ccccc2OC)cc(OC)c1 | 3.4% | -4.7% | -0.4% | -1.9% | -5.9% | 2.1% | -2.2% | 3.2% | -0.5% | i | i
27 | CC1CCCN(C(=O)C2CCN(S(=O)(=O)c3cccc4cccnc34)CC2)C1 (configuration not stated) | -3.6% | -5.0% | 0.8% | -1.3% | -2.9% | -2.3% | 11.8% | -3.4% | -0.2% | x | x
28 | O=C(CCn1c(=O)oc2ccccc21)N1CCN(c2ccc(F)cc2)CC1 | -3.9% | -8.1% | 0.3% | -1.0% | -2.7% | -1.8% | 8.7% | x | 0.6% | x | x
29 | O=c1c2ccccc2c2ccccc2c(=O)n1-c1cc2c3ccccc3ccc2c2ccccc12 | -3.9%[11 µM] | -9.5%[7.6 µM] | -1.0%[15.4 µM] | 0.0%[15.4 µM] | 14.5%[11.4 µM] | -3.2%[11.4 µM] | 1.4%[9.17 µM] | -2.2%[9.22 µM] | -0.6%[9.22 µM] | i | i
30 | Cc1cc2ncn(C3CC(=O)N(Cc4ccccc4)C3=O)c2cc1C (configuration not stated) | -7.8% | u | -0.6% | 0.9% | 11.3% | -11.6% | -7.4% | 0.0% | -0.3% | i | u
31 | CC1CCCCN1CCNC(=O)Cn1nc(-c2ccccc2)ccc1=O (configuration not stated) | -1.5% | u | 0.5% | -1.1% | -0.1% | -5.5% | -7.7% | 2.6% | -1.6% | i | i
32 | CCN1CCN(C(c2cc3cccc(C)c3[nH]c2=O)c2nnnn2Cc2ccccc2)CC1 (configuration not stated) | -1.9% | -18.4% | 0.3% | -0.1% | -16.4% | 0.7% | -3.9% | 0.0% | -0.9% | 3.84e-08M* | 4.58e-08M*
